MPTP inh = permeability transition pore inhibition | isolated mouse mitochondria, Ca2+ swelling absorbance, 30 min | inhibition, % at 10 µM | actives 1.4% (n = 360,000);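 active = inhibition of 50% or more, scaled per plate between neutral and stimulator controls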;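 note: 0% = DMSO wells given calcium and 100% = 1 mM EGTA wells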
ATG4B inhibitor = ATG4B (human) cysteine protease inhibition. Q9Y4P1. ATG4B cleavage of LC3-PLA2, NBD-HPC fluorescence, 1 h. inhibition, % at 8.33 µM. actives 0.51% (n = 340,000); in the data active = inhibition above about 40%
SENP8 inh = inhibitors of human SENP8 protease; Q96LD8; recombinant SENP8, Nedd8 substrate fluorescence; inhibition, % at 20 µM; actives 0.64% (n = 360,000); AID 602440; in the data active = inhibition mostly above about 40%, no sharp cut-off; inactive = mostly below about 27%
Target sequence (Q96LD8 whole entry, looked up): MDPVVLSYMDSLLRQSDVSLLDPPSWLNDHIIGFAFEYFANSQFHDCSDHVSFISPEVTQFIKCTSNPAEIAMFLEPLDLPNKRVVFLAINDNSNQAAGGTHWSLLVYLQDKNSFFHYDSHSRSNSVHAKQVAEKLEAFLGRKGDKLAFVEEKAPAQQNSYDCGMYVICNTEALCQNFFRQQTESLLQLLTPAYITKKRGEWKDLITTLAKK
HKDC1 inhibitor = HKDC1 (human) hexokinase inhibition; Q2TB90; actives 0.16% (n = 340,000); inhibition, % at 20 µM; recombinant HKDC1, G6PDH/diaphorase resazurin coupled fluorescence; AID 493160;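 active = inhibition above about 35% when tested at 20 µM, limit read from the data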;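 note: plate controls were DMSO wells with enzyme for no effect and DMSO wells lacking enzyme for full effect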
Target sequence (Q2TB90 whole entry, looked up): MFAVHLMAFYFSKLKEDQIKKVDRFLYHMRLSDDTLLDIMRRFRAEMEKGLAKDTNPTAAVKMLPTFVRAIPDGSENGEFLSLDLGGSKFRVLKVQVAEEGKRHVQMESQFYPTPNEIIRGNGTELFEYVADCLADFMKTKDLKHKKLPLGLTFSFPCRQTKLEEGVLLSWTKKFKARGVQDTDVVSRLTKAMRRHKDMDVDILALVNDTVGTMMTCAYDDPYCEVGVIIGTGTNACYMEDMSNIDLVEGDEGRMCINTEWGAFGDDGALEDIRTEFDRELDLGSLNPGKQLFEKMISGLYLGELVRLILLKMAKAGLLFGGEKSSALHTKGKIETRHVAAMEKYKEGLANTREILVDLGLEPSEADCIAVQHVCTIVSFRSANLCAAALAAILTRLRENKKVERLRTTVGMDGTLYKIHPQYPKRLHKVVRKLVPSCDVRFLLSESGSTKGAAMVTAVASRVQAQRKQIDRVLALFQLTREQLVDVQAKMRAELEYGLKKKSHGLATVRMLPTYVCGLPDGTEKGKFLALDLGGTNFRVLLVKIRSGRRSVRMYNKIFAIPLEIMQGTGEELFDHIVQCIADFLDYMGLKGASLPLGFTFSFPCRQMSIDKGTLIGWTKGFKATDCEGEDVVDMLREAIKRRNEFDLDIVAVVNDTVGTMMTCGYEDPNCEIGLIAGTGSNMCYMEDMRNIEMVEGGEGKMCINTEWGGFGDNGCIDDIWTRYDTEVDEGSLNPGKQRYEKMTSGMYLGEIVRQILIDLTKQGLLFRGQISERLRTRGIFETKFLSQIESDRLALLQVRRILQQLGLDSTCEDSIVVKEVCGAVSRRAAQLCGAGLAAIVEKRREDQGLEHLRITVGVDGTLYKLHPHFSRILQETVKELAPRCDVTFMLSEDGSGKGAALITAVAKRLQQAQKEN
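Test system: HK5 enzyme. Quantity: 5 µg/mL HK5 final. Reagent: glucose and ATP substrates. Schedule: 90 min reaction incubation at room temperature, dark. Technique: resazurin-to-resorufin fluorescence via G6PDH and diaphorase coupling, 525/613 nm. Control set: DMSO wells with and without enzyme mix.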
SENP6 block = inhibitors of human SENP6 protease | Q9GZR1 | Recombinant SENP6 catalytic domain, aminoluciferin luminescence | inhibition, % at 10 µM | actives 1.8% (n = 330,000) | AID 2599;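 active = inhibition above about 50% at the single tested dose, limit read from the data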;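 note: plate controls were DMSO wells with enzyme for no effect and DMSO wells lacking enzyme for full effect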
SENP7 inh = inhibitors of human SENP7 protease; Q9BQF6; AID 434973; recombinant SENP7, Z-RLRGG-aminoluciferin luminescence, 40 min; actives 1.5% (n = 330,000); inhibition, % at 5 µM;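 active = inhibition above about 50% at the single test dose, limit read from the data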;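 note: plate controls were DMSO with enzyme for no effect and no enzyme buffer wells for full effect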
PfG6PD inh = PfG6PD (Plasmodium falciparum) enzyme inhibition; PfGluPho enzyme, NADPH resazurin-diaphorase fluorescence; inhibition, % at 20 µM; actives 0.78% (n = 350,000); AID 504690;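 active = inhibition reaching at least a set limit at 20 µM in the primary screen, cut at about 59% in these data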;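 note: 0% = DMSO wells with substrate and 100% = DMSO wells lacking glucose-6-phosphate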
GRIN3A LBD mod = modulates the human NR3A ligand-binding domain. NR3A LBD differential scanning fluorimetry, Tm shift; 0% = protein alone, 100% = glycine-bound protein. Tm shift relative to glycine control, % at 25 µM. AID 1259313. actives 2.5% (n = 340,000);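 active = melting temperature shift of at least 10% of the positive control shift, at one fixed dose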
An asterisk follows results filed as active; i = inactive; / = no result given. Rows were taken by chance, and some 6.9% of all compounds hit somewhere here.

SMILES	MPTP inh	ATG4B inhibitor	SENP8 inh	HKDC1 inhibitor	SENP6 block	SENP7 inh	PfG6PD inh	GRIN3A LBD mod
CCN1C(=O)N[C@@H](c2ccc(Br)cc2)C(C(C)=O)=C1C	-1.9	-13.7	12.4	-1.8	-13.5	-15.9	-11.0	-0.9
COc1cc(/C=C/C(=O)NCc2cccnc2)cc(OC)c1OC	-0.9	-16.4	-311.4	-5.0	-14.5	9.0	-4.1	-3.6
CCOC(=O)c1c(C)[nH]c(/C(C)=N/O)c1C	-1.7	-6.2	9.1	-3.6	-11.4	-1.9	-5.5	0.1
COc1cccc(Oc2ccc(N)cn2)c1	0.4	-7.2	-46.9	2.3	-2.7	11.5	15.3	-1.3
Nc1ccc2nc(Cc3ccccc3)[nH]c2c1	2.1	17.4	-167.9	7.7	1.4	1.7	14.6	-2.6
COc1ccc(C(C)(C)C)cc1NC(=O)CCN1C(=O)NC(C)(C)C1=O	-0.2	-2.6	14.8	-4.7	-0.1	11.8	13.9	5.2
COc1ccc(C(=O)CCC(=O)N2CCN(c3ccc(N4CCOCC4)nn3)CC2)cc1	-0.6	-9.0	-418.6	-0.5	-9.8	-4.5	11.3	-1.2
CCOC(=O)C(=O)Nc1ccc(F)cc1	0.4	-8.7	8.9	-11.0	-0.8	1.5	3.6	-0.9
C=C(C)CSc1nnc([C@@H]2CCCN2)o1	0.6	-5.5	-4.8	-4.8	-8.5	-6.9	0.9	9.6
O=C(c1c[nH]c(C(=O)N2CCN(Cc3ccccc3)CC2)c1)C1CCCCC1	-0.4	6.7	6.9	-10.0	7.9	7.6	17.3	-1.9
O=C(CN(C(=O)CCC(=O)Nc1ccccn1)c1ccc(F)cc1)NCc1ccc(F)cc1	-0.4	6.1	14.5	2.4	-23.7	11.1	-8.8	-3.4
CCn1c(=N)n(CC(O)c2ccccc2)c2ccccc21 (configuration not stated)	-3.7	-16.6	35.1	-8.2	6.8	4.1	15.2	0.0
C=CCn1c(CCc2ccc(OC(C)C)cc2)n[nH]c1=S	1.6	-20.6	19.5	-2.0	-4.8	-5.4	28.1	-1.1
Nc1ccccc1-c1nnc(-c2ccc(-c3ccccc3)cc2)o1	2.7	-3.5	-272.1	-10.2	14.0	96.2*	9.7	-2.6
N#Cc1ccccc1OCCOCCNC1CCCC1	1.6	10.4	10.9	1.5	-0.6	7.4	-14.9	1.7
CCOc1ccccc1CNS(=O)(=O)c1cc(-c2cc(C)no2)ccc1C	-2.7	-11.0	-3.9	1.4	-6.6	3.0	9.0	-4.7
O=C(NCC(O)c1ccccc1)Nc1cccs1 (configuration not stated)	-0.1	-10.2	16.2	-4.3	-15.4	-4.3	11.6	5.6
NS(=O)(=O)c1cccc(NC(=O)CSc2nn(-c3ccccc3)c(=S)s2)c1	10.1	-5.9	13.4	-1.4	-4.3	-2.9	-9.0	0.4
O=C(NCCc1c[nH]c2ccccc12)/C(=C\c1cccnc1)NC(=O)c1cccs1	-0.5	3.5	7.9	-7.6	0.3	3.5	-3.5	-0.2
O=C(/C=C/c1ccc(OCCCF)cc1)NCc1cccc(Cl)c1	-2.1	45.0*	16.5	-1.4	-16.8	5.1	-2.1	-11.3

Overlap with the part before: three entries, followed by the next part.
SMILES	MPTP inh	ATG4B inhibitor	SENP8 inh	HKDC1 inhibitor	SENP6 block	SENP7 inh	PfG6PD inh	GRIN3A LBD mod
NS(=O)(=O)c1cccc(NC(=O)CSc2nn(-c3ccccc3)c(=S)s2)c1	10.1	-5.9	13.4	-1.4	-4.3	-2.9	-9.0	0.4
O=C(NCCc1c[nH]c2ccccc12)/C(=C\c1cccnc1)NC(=O)c1cccs1	-0.5	3.5	7.9	-7.6	0.3	3.5	-3.5	-0.2
O=C(/C=C/c1ccc(OCCCF)cc1)NCc1cccc(Cl)c1	-2.1	45.0*	16.5	-1.4	-16.8	5.1	-2.1	-11.3
CC1CCCCC1NC(=O)COC(=O)c1ccc2c(c1)OCCO2 (configuration not stated)	-0.4	-5.0	15.6	-1.6	3.1	7.5	-1.4	-1.2
CNC(=O)/C(C#N)=c1\s/c(=C/C(=O)OC)c(=O)n1-c1ccccc1	0.3	-16.8	8.1	4.7	-12.1	-12.5	7.2	1.9
COc1ccc(CNC(=O)C2CCCN(S(=O)(=O)c3ccc(-n4cnnn4)cc3)C2)cc1 (configuration not stated)	-0.8	1.8	6.2	-0.1	1.9	1.2	-12.9	0.8
CN(C)c1cnn(-c2ccccc2)c(=O)c1Cl	0.4	-6.4	13.5	-8.1	-8.1	3.9	12.3	3.4
NS(=O)(=O)c1ccc(CCNC(=O)CCc2ccccc2)cc1	-0.2	-3.0	3.1	-0.9	-23.0	1.6	6.2	1.4
O=c1c2c(nc(NCCO)n1CC1CCCCC1)-c1ccccc1CC21CCCC1	0.5	12.3	i	0.9	-11.6	-0.2	5.4	8.1
Cc1ccc(S(=O)(=O)NC(=NCC(=O)O)c2ccc(F)cc2)cc1	-2.5	7.2	16.9	-6.7	-22.5	-9.5	5.5	3.8
COc1ccc(Cl)cc1-n1c(C)cc(C(=O)O)c1C	-0.6	5.4	10.0	3.6	-0.2	4.3	-14.8	-3.0
O=c1c2ccccc2[nH]c(=S)n1Cc1cccs1	1.5	-13.0	11.5	-7.0	-11.5	-2.7	-9.1	-1.5
N#C/C(=C\c1cccc([N+](=O)[O-])c1)C(=O)NCC1CCCO1 (configuration not stated)	0.0	-7.2	10.7	-7.0	-5.1	0.3	24.1	0.2
CCOC(=O)c1cn(CC(=O)Nc2cccc(Cl)c2C)nn1	-0.4	-11.6	19.6	4.9	7.1	1.3	-5.5	2.2
CC(=O)c1sc(N/N=C\c2ccc(N(C)C)cc2)nc1C	1.2	-3.4	-300.8	-5.5	77.2*	82.5*	-0.1	-14.7
C/C(=N\NC(=O)c1cccc(Br)c1)c1ccccn1	0.1	2.6	18.7	-4.9	-14.5	-1.5	-40.9	-3.0
Cn1c(=O)c2[nH]cnc2n(C)c1=O	/	1.2	10.9	-4.5	1.2	-3.6	2.6	3.1
O=C(CN1C(=O)NC2(CCCCC2)C1=O)Nc1cc(C(F)(F)F)ccc1N1CCOCC1	-0.3	-3.5	-0.5	4.4	-10.5	2.0	16.4	-0.3
COc1ccccc1N1CCN(CCCNC(=O)Cn2ncc3c([nH]c4ccccc43)c2=O)CC1	0.1	3.0	-4.5	-3.6	-15.0	-6.3	2.0	-1.4
COc1ccc(-n2cnnc2SCC(=O)Nc2cc(S(=O)(=O)N3CCCCC3)ccc2C)cc1	1.1	-9.4	20.5	-4.0	-8.9	-7.6	-11.1	-0.1
C#CCSc1ncc(S(=O)(=O)c2ccccc2)c(=O)[nH]1	1.2	2.9	-11.8	-8.0	5.0	5.0	-9.7	-1.9
O=c1c2c3n(c(=S)nc2[nH]n1-c1ccccc1)CCCCC3	0.1	-1.0	11.4	-7.1	-1.9	17.3	18.3	1.5
N#CCCN1CCN(S(=O)(=O)c2ccc(C#N)cc2)CC1	-0.7	4.6	13.8	-3.4	-6.0	0.0	-8.3	1.5

The closing 2 records of the section before come first, to join the parts.
SMILES	MPTP inh	ATG4B inhibitor	SENP8 inh	HKDC1 inhibitor	SENP6 block	SENP7 inh	PfG6PD inh	GRIN3A LBD mod
O=c1c2c3n(c(=S)nc2[nH]n1-c1ccccc1)CCCCC3	0.1	-1.0	11.4	-7.1	-1.9	17.3	18.3	1.5
N#CCCN1CCN(S(=O)(=O)c2ccc(C#N)cc2)CC1	-0.7	4.6	13.8	-3.4	-6.0	0.0	-8.3	1.5
S=C(NCc1ccco1)Nc1ccc(Cl)c(Cl)c1	93.9*	27.3	12.0	-1.9	-13.4	-4.6	5.9	10.6*
O=C(NCc1ccco1)/C(=C/c1cccnc1)NC(=O)c1ccco1	-0.6	-5.8	11.3	3.0	-9.1	2.3	3.0	0.0
COC(=O)c1ccc(-n2c(C)cc(/C=N/Nc3nc(C)cc(=O)[nH]3)c2C)cc1	2.0	-1.0	-44.6	16.2	17.0	2.5	16.8	-0.5
CCc1nnc2c3cnn(-c4ccccc4)c3ncn12	1.2	-9.6	-235.4	-1.8	-3.6	-1.4	1.7	3.6
O=C(CSc1nc(Cc2ccccc2)nc2ccccc12)Nc1nc2c(s1)CCCC2	-1.0	7.6	13.7	10.2	-30.7	-8.8	16.6	-10.7
COc1cccc(C(=O)Nn2cnnc2)c1OC	-1.0	-1.9	6.0	-6.7	13.4	3.8	12.5	-2.9
C=CCn1c(COc2ccc(CC)cc2)nnc1SCC(=O)N(C)C1CCS(=O)(=O)C1 (configuration not stated)	-0.4	-19.5	34.4	-0.2	-1.5	7.3	-3.6	-1.5
CSc1ccc(/C=C(\C#N)C(=O)NC2CCCCC2)cc1	1.8	3.0	-128.0	0.3	-1.2	5.7	-5.1	-4.6
Nc1cc(Cl)ccc1N1C(=O)CCC1=O	0.1	-5.2	18.9	-1.6	-36.3	-15.3	-1.6	3.4
CCc1c(C(=O)NCc2ccc3c(c2)OCO3)[nH]c(C)c1C(C)=O	4.7	-7.5	6.0	-1.2	-0.2	-8.4	-7.9	0.6
CCN(CC(=O)NCc1ccc(Cl)cc1)C(=O)c1ccc2cc(OC)ccc2c1	5.0	-8.5	-19.0	-1.3	-16.9	5.3	-3.5	-1.0
O=S1(=O)CCC(NS(=O)(=O)/C=C/c2ccccc2)C1 (configuration not stated)	0.0	8.7	8.4	4.3	-8.8	8.5	-14.2	-3.5
O=C(NCCSSCCNC(=O)c1ccccc1)c1ccccc1	0.4	-6.2	13.3	0.7	/	/	-5.3	-1.4
CC1OC(Nc2ccc(OC(F)(F)F)cc2)C(O)C(O)C1O (configuration not stated)	1.4	-8.8	-2.8	2.5	-5.8	1.4	12.2	0.6
FC(F)(F)c1cc(-c2ccco2)nc(N2CCN(c3ccccc3)CC2)n1	0.7	-2.9	1.3	-0.9	-4.7	7.2	13.3	-10.7
COCCNC(=O)CNC(=S)N(CCCN1CCOCC1)Cc1cccs1	1.2	-8.7	4.7	0.4	14.5	1.9	-11.6	0.8
Cc1ccc(OC(=O)C2CSC3(C)CCC(=O)N23)c(Br)c1 (configuration not stated)	-0.6	-6.2	13.0	0.6	-3.2	-4.0	-2.9	0.5
CSc1ccc(/C=N/N2CCN(Cc3ccccc3Cl)CC2)cc1	-0.7	16.0	12.6	-10.0	-3.7	8.3	3.0	0.8
Cc1cccc2c1-c1sc(C(=O)Nc3cccc([N+](=O)[O-])c3C)cc1CO2	75.2*	24.8	-317.4	-8.8	-1.8	4.0	0.8	5.2
Cc1ccc2nc(NC(=O)c3ccc(NS(=O)(=O)c4cccs4)cc3)sc2c1	-0.3	-6.0	-286.5	-4.1	-12.1	-7.7	-8.3	33.0*
COc1cccc(N2CC(C(=O)Nc3nnc(SCC(=O)Nc4cc(C)on4)s3)CC2=O)c1 (configuration not stated)	0.2	-0.5	-3.1	6.4	-6.1	9.4	-7.9	0.1
O=C1NC2(CCCCC2)Oc2ccccc21	6.0	-3.0	25.9	-9.0	-29.4	-7.4	-26.3	0.6
Cc1ccc(C(=O)c2c3ccc([N+](=O)[O-])cc3[n+]([O-])n2CCC(N)=O)cc1	/	5.2	/	6.5	4.7	-2.0	21.7	-1.8
CS(=O)(=O)N(CC(=O)NC1CCCC1)Cc1ccc(Cl)cc1	-3.4	-1.5	9.9	-0.6	-3.8	-5.0	-9.2	1.4
CC(=O)OCC(COC(C)=O)OC(C)=O	1.4	2.9	0.5	-3.2	-4.2	-10.2	-8.9	-2.2
Cc1cccc(CSc2nnc(-c3cccs3)n2Cc2ccco2)c1	2.4	67.7*	33.2	-3.4	-17.9	3.3	13.7	-1.9
O=C(c1cccc(N2C(=O)C3CC=CCC3C2=O)c1)N1CCCc2ccccc21 (configuration not stated)	0.9	6.0	8.3	-5.8	-7.0	-4.6	-0.4	-1.5
O=c1oc2cc(O)ccc2c2ccccc12	-3.6	-9.2	-97.5	-1.7	-40.1	-7.5	8.7	-2.3
Fc1ccc(C(c2nnnn2C2CCCCC2)N2CCCC2)cc1 (configuration not stated)	-0.8	4.7	24.1	-9.2	-6.4	-1.3	-10.0	-1.7

Source: PubChem
